# Screening results as filed in PubChem BioAssay.
# FEN1 inh: inhibitors of human flap endonuclease 1 | Recombinant FEN1 flap cleavage, fluorescence, 15 min | AID 588795 | Potency, µM (top dose mostly 114 µM), without a hit: at the highest dose activity change, negative = inhibition, hits mostly inhibitors | actives 0.35% (n = 390,000); also: nearly all actives have a fitted effect of over 65% in size
# Target sequence (P39748 whole entry, looked up): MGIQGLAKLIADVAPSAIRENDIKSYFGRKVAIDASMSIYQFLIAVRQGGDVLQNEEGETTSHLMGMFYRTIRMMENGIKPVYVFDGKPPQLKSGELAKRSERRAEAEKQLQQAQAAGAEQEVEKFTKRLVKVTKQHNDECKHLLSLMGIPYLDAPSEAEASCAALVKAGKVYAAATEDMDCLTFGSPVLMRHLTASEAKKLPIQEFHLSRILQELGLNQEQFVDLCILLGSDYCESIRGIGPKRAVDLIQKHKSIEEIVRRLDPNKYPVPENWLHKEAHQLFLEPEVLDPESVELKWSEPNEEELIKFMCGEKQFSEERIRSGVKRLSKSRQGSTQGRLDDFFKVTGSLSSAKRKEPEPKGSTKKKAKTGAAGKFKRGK
#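 FEN1 at 10 nM preincubated with compounds 15 min at room temperature, then flap DNA substrate added at 50 nM final. Signal read at 0 and 15 min; concentration-response fitted with four-parameter Hill equation.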
# TDP1 block: blocks human tyrosyl-DNA phosphodiesterase 1. recombinant TDP1, AlphaScreen DNA substrate cleavage. Potency, µM (highest dose often 130 µM), without a hit: at the highest dose activity change, negative = inhibition, most hits filed as inhibitors. actives 0.28% (n = 350,000). AID 485290. Q9NUW8; also: nearly all actives have a fitted effect of over 40% in size
# Target sequence (Q9NUW8 whole entry, looked up): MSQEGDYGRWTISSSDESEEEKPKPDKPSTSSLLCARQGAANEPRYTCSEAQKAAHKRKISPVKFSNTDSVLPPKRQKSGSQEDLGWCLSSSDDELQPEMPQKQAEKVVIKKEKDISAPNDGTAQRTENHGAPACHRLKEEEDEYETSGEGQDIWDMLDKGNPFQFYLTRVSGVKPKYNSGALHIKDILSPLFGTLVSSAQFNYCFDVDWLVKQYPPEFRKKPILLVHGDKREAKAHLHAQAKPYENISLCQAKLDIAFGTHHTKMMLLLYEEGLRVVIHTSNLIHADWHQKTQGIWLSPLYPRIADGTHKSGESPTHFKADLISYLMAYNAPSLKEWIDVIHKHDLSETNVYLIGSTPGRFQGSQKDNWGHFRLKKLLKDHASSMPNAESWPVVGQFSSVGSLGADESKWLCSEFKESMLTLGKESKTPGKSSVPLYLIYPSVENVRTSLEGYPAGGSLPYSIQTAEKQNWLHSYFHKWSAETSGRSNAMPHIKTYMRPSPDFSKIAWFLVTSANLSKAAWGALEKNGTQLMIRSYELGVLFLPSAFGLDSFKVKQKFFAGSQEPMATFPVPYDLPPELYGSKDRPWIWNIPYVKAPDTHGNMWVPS
#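 Recombinant human Tdp1 (E. coli-expressed, 1 nM final) preincubated with compounds 15 min at room temperature, then 5'-biotin/3'-phosphotyrosine-FITC DNA substrate (15 nM final) added for 5 min. AlphaScreen beads (10 ug/ml final) added 10 min; cleavage lowers signal.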
# N370S GC mod: inhibits or activates N370S mutant glucocerebrosidase; N370S GC spleen homogenate, 4MU-glucoside fluorescence; Potency, µM (highest dose often 59.4 µM), for inactives: at the top dose activity change, negative = inhibition, hits mostly inhibitors; P04062; AID 2101; actives 0.092% (n = 330,000);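 also: 0% = full enzyme activity and -100% = no enzyme basal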
# Starred values were filed as active, the others as inactive; ? = inconclusive; . = not tested or not shown; & = joins results of further samples; [ ] = dose if it differs, or a comment. Calls follow the shape of the dose curve; as a rule, active = well fitted curve in the direction sought with a large enough effect; inconclusive = small, poorly fitted or top-dose-only effect, or another doubt; inactive = no such curve, though single readings can be large; an effect the other way counts as inactive or inconclusive. Unless noted, % is scaled to controls: 0 for no effect and ±100 for the full control effect; potency is read from the fitted curve at half-maximal effect. Rows are unselected. Share with any hit: about 0.57%.
cpd	smiles	N370S GC mod	FEN1 inh	TDP1 block
1	O=C(COC(=O)c1cc(=O)[nH]c2ccc(Br)cc12)c1ccccc1	4%	11%	6%
2	CCSc1nc2ccccc2n1C(=O)c1ccc(S(=O)(=O)N2CCCCCC2)cc1	15%	-2%	-4%
3	COc1ccc(/C=N/NC(=O)C2(O)c3ccccc3-c3ccccc32)cc1	-4%	-1%	3%
4	Cc1c(C(=O)NC(C)c2ccccc2)c(-c2ccccc2)nn1-c1ccccc1 (stereo not given)	5%	0%	3%
5	O=C(c1cc2nc(-c3ccco3)cc(C(F)(F)F)n2n1)N1CCCc2ccccc21	-22%	7%	6%
6	COc1ccccc1CNC(=O)CSc1nnc2ccc(-c3cccnc3)nn12	13%	-11%	6%
7	CCC(C)(C(=O)NC1CCCC1)N(C(=O)c1ccccn1)c1ccccc1 (stereo not given)	1%	-12%	-2%
8	CN(/C=C/c1c([N+](=O)[O-])c(=O)n(C)c(=O)n1C)c1ccccc1	1%	2%	6%
9	Cc1nc2c(O)cccc2cc1CO	5%	-14%	0%
10	Cc1ccc(OCC(O)CNS(=O)(=O)c2ccccc2C(=O)O)cc1 (stereo not given)	-16%	-12%	6%
11	Cc1ccc(NC(=O)Nc2cccnc2)cc1NC(=O)Nc1cccnc1	?	-14%	3%
12	CCN(C[C@H]1N[C@@](CC)(C(=O)OC)[C@H]2C(=O)N(C)C(=O)[C@@H]12)C(=O)Nc1ccc(C(F)(F)F)cc1	.	-3%	3%

cpd	smiles	N370S GC mod	FEN1 inh	TDP1 block
13	O=C(COC(=O)C1CCC1)NCc1ccccc1	-5%	3%	.
14	CCC(C)(C)NC(=O)Cn1c(=O)ccc2cc(S(=O)(=O)N3CCC(C)CC3)ccc21	.	2%	-1%
15	ClCc1ncc(-c2ccc(Cl)cc2)o1	1%	0%	6%
16	CCOC(=O)C(C(=O)OCC)c1c([N+](=O)[O-])c(=O)n2c3c(cccc13)CCC2	7%	-18%	.
17	CCCCCC(NC(=O)C1CCN(C(=O)[C@@H](NS(=O)(=O)c2ccc(C)cc2)C(C)C)CC1)C(=O)O (stereo not given in full)	-7%	0%	.
18	COc1ccc(C)cc1N(CC(=O)N1CCOCC1)S(C)(=O)=O	-20%	-2%	.
19	O=C(NCCN1CCN(Cc2ccccc2)CC1)c1cc2c(=O)[nH]c3ccccc3c2s1	14%	-4%	9%
20	Fc1ccc2ncc3c(-c4ccccc4)n[nH]c3c2c1	.	-7%	6%
21	CC(=O)c1ccc(NC(=O)C(C)Sc2n[nH]c(-c3cccnc3)n2)cc1 (stereo not given)	-8%	-8%	3%[0.0935 µM]
22	CCOC(=O)c1cc2nc(Nc3ccc(OC)cc3)sc2s1	7%	9%	4%
23	COc1ccc(C2(C(=O)NC(C)C)CCCC2)cc1OC	8%	-2%	2%
24	COc1ccc(C(c2nnnn2CC2CCCO2)N2CCN(c3ccc(F)cc3)CC2)cc1 (stereo not given)	2%	5%	7%

# Some of the entries so far, as labelled records.
(19) O=C(NCCN1CCN(Cc2ccccc2)CC1)c1cc2c(=O)[nH]c3ccccc3c2s1
  N370S GC mod = 14%	FEN1 inh = -4%	TDP1 block = 9%

(21) CC(=O)c1ccc(NC(=O)C(C)Sc2n[nH]c(-c3cccnc3)n2)cc1 (stereo not given)
  N370S GC mod = -8%	FEN1 inh = -8%	TDP1 block = 3%[0.0935 µM]

# Further entries.
cpd	smiles	N370S GC mod	FEN1 inh	TDP1 block
25	CC(=O)c1cccc(N(C(=O)Cn2nnc3ccccc32)C(C(=O)NCc2ccccc2)c2ccccn2)c1 (stereo not given)	4%	11%	1%
26	O=C1NCCCCC1NS(=O)(=O)c1ccccc1 (stereo not given)	-4%	-2%	.
27	CCOC(=O)N1CCC(NC(=O)C2CCN(S(=O)(=O)c3cccc4cccnc34)CC2)CC1	4%	-1%	4%
28	CC(=O)c1c(O)c(C)c(O)c2c1OC1=CC(=O)C(C(C)=O)C(=O)[C@@]12C (stereo not given in full)	-10%&2%	-7%	-9%[56.1 µM]
29	O=C(Nc1ccc(N2CCN(C(=O)c3cccs3)CC2)cc1)c1ccc(F)cc1	7%	-17%	1%
30	C[C@]12c3[nH]c4ccc(Cl)cc4c3CCN1C(=O)[C@@H](CC(=O)NCCC1=CCCCC1)C[C@@H]2C(=O)N1CCOCC1	.	?	1%[56.1 µM]
31	COC(=O)c1cc2oc(C)cc2n1CC(=O)Nc1cc(C)cc(C)c1	2%	-2%	5%
32	CS(=O)(=O)N(CC(=O)N1CCc2ccccc2C1)c1ccccc1Br	2%	2%	5%
33	O=C(NCc1ccccc1F)C(c1ccccc1)c1ccccc1	5%	-6%	.
34	O=C(Nc1nnc(CC(=O)N2CCOCC2)s1)c1cccs1	1%	0%	2%
35	CCOC(=O)c1ccc(NC(=O)CCC(=O)N2CCSc3ccccc32)cc1	.	10%	3%
36	C/C=C(/C)C(=O)Nc1cccc(C2=NOC3(C2)C[C@@H](C(N)=O)N(C(=O)c2ccc(OC)cc2)C3)c1 (stereo not given in full)	11%	16%	2%

cpd	smiles	N370S GC mod	FEN1 inh	TDP1 block
37	COc1cc(-c2nc3ccccn3c2/N=C/c2cccc(OC)c2O)ccc1O	-26%	10%	11%
38	COc1ccc(S(=O)(=O)N(CC(=O)N2CCOCC2)c2cc(Cl)ccc2OC)cc1OC	11%	1%	0%
39	Cc1ccccc1OCc1nnc(SCC(=O)Nc2ccc(N3CCOCC3)c(Cl)c2)n1C	0%	-2%	7%
40	Cc1cccc(N(CC(=O)NC2CCCC2)C(=O)CCC(=O)Nc2ccccn2)c1	-11%	0%	0%[0.0935 µM]
41	CC1CCCC(NC(=O)CN2CCN(Cc3ccc(Cl)cc3)C2=O)C1C (stereo not given)	-2%	5%	4%
42	O=[N+]([O-])c1ccc(N/N=C2/CCCCC2c2ccccn2)c([N+](=O)[O-])c1 (stereo not given)	-3%	-16%	0%
43	Cc1ccccc1Sc1c(C#N)c(-c2ccccc2)nn1C	18%	-17%	?
44	Cn1cc(S(=O)(=O)NCC2CCCO2)c(=O)n(C)c1=O (stereo not given)	19%	19%	.
45	COC(=O)c1c(C)oc2ccc(OC(=O)N3CCOCC3)cc12	0%	-3%	3%
46	CCCCn1c(N)c(N(CC(C)C)C(=O)c2cccc(-n3cnnn3)c2)c(=O)[nH]c1=O	-18%	-5%	.
47	CCc1cccc(C)c1NC(=O)C(CC)n1ncn2c(cc3cc(C)ccc32)c1=O (stereo not given)	.	12%	3%
48	Cc1cccc(C)c1OCC(O)CN1CCN(c2ccccn2)CC1 (stereo not given)	-4%	6%	0%

cpd	smiles	N370S GC mod	FEN1 inh	TDP1 block
49	Cc1cccc(NS(=O)(=O)c2ccc3c(c2)oc(=O)n3C)c1C	0%	-17%	.
50	CCCN(C(=O)c1cc2c(=O)[nH]c3ccc(C)cc3c2s1)c1ccc(CC)cc1	.	-3%	4%
51	CC1=CC(C/C(C)=C/COc2ccc3ccc(=O)oc3c2)OC1=O (stereo not given)	1%	-9%	.
52	CCN1CCN(C(=O)CN(C)S(=O)(=O)c2ccc(OC)c(C)c2)CC1	-16%	12%	4%
53	C=CCOC(=O)C1=C[C@@H](c2coc3ccccc3c2=O)[C@H](CCCO)[C@@H](OCC)O1	6%	-4%	1%
54	Cc1ccccc1C(=O)N1CC(=O)Nc2ccc(Cl)cc2C1c1ccccc1 (stereo not given)	.	-12%	3%
55	COc1ccc(-c2nnc(NC(=O)Cc3ccccc3)s2)c(OC)c1	22%	4%	3%
56	Cc1onc(-c2c(Cl)cccc2Cl)c1C(=O)NCCc1ccncc1	-18%	0%	0%
57	Cc1ccc(-c2ccc(/C=N/N=C3/NC(=O)C(CC(=O)O)S3)o2)c([N+](=O)[O-])c1 (stereo not given)	-3%	-15%	4%
58	COc1cc2c(cc1OC)CN(C(=O)C1CCCN1S(=O)(=O)c1ccc(C)cc1)CC2 (stereo not given)	2%	-7%	.
59	O=C(NC1CC(=O)N(c2ccc(F)cc2)C1)c1cc2ccccc2o1 (stereo not given)	.	-3%	0%
60	COc1cc(NC(=O)C2CSC3(C)CCC(=O)N23)c(OC)cc1Cl (stereo not given)	0%	-1%	-5%

cpd	smiles	N370S GC mod	FEN1 inh	TDP1 block
61	Cc1nnc(SCC(=O)N2CCc3ccccc3C2)s1	4%	-2%	2%
62	CCn1c(COc2cc(C)ccc2C(C)C)nnc1SCC(=O)Nc1nccs1	7%	4%	0%
63	Cc1ccc2nnnc(-c3ccccc3)c2c1	7%	-4%	5%
64	Cc1cc(C)cc(OC(=O)CN2C(=O)c3ccccc3C2=O)c1	2%	-3%	.
65	Cc1ccc(Cn2c3ccccc3c3cn[nH]c(=O)c32)cc1	11%	24%	5%
66	CCOC(=O)C1CCCN(CC(=O)Nc2c(C(=O)OC)[nH]c3ccc(Cl)cc23)C1 (stereo not given)	-10%	4%	5%
67	Cc1ccc(CCC(=O)Nc2ncc(Cc3cc(Cl)ccc3Cl)s2)o1	-24%	-12%	3%
68	CC1CN(Cc2ccc(Cl)cc2Cl)CC(C)O1 (stereo not given)	-2%[12.8 µM]	-1%	.
69	O=C(Nc1cc2c(cc1Br)OCCCO2)c1cccnc1	4%	6%	3%
70	O=C1c2[nH]nc(-c3ccccc3O)c2C(c2ccc(F)cc2)N1Cc1ccco1 (stereo not given)	-17%	-23%	13%
71	O=C(Nc1nc2c(s1)CCCC2)c1ccc(S(=O)(=O)N2CCCc3ccccc32)cc1	8%	-9%	8%
72	Cc1nc(SCCO)c2oc3ccccc3c2n1	-7%	-1%	9%

cpd	smiles	N370S GC mod	FEN1 inh	TDP1 block
73	O=C(O)CCCC(=O)N1CCc2cc(S(=O)(=O)NCc3ccccc3)ccc21	21%	6%&2%	-2%&-2%
74	CC(OC(=O)c1cc2sccc2n1C)C(=O)NCC1CCCO1 (stereo not given)	-1%	3%	5%
75	Cc1ncc([N+](=O)[O-])n1CC(=O)Nc1ccc(OC(F)(F)Cl)cc1	-8%	3%	.
76	O=C(NCCc1ccccc1)c1ccccc1NC(=O)C1CCCO1 (stereo not given)	0%	0%	0%
77	CCCCCC/C=N/Nc1nnc(Cc2ccccc2)c(=O)[nH]1	-5%	0%	.
78	CCOc1ccc(NC(=O)CN2C(=O)S/C(=C/c3cccn3C)C2=O)cc1	0%	3%	-1%
79	Clc1cccc(Nc2ncnc3c2cnn3-c2ccccc2)c1	-2%	-26%	5%
80	CCN(CC)S(=O)(=O)c1ccc2c(c1)N(CC(=O)Nc1ccccc1F)C(=O)C1CCCN21 (stereo not given)	.	4%	-8%
81	COC(CNC(=O)c1cccc(-n2c(=S)[nH]c3cc(Cl)ccc3c2=O)c1)OC	5%	-7%	10%
82	CCCNC(=O)c1ccc(C)c(NC(=O)C2=C(C)OCCS2)c1	-8%	19%	.
83	COc1ccc2[nH]cc(CCn3ccc(=O)c(C)c3C)c2c1	13%	-3%	0%
84	COc1ccc(C2/C(=C(/O)c3ccccc3)C(=O)C(=O)N2C)cc1OC (stereo not given)	-14%	-5%	.

# The last 4 records of the section before come first, to join the parts.
cpd	smiles	N370S GC mod	FEN1 inh	TDP1 block
81	COC(CNC(=O)c1cccc(-n2c(=S)[nH]c3cc(Cl)ccc3c2=O)c1)OC	5%	-7%	10%
82	CCCNC(=O)c1ccc(C)c(NC(=O)C2=C(C)OCCS2)c1	-8%	19%	.
83	COc1ccc2[nH]cc(CCn3ccc(=O)c(C)c3C)c2c1	13%	-3%	0%
84	COc1ccc(C2/C(=C(/O)c3ccccc3)C(=O)C(=O)N2C)cc1OC (stereo not given)	-14%	-5%	.
85	CCCCCN(C(=O)NC(=O)Nc1nncs1)S(C)(=O)=O	7%	10%	5%
86	Cc1cc(C)nc(N2CCN(c3ccc(F)cc3)CC2)n1	1%	1%	.
87	CCNC(=S)NNC(=O)c1cc(-c2cccnc2)nc2ccccc12	-2%	-1%	5%
88	Cc1ccc(OCCC(=O)OCC(=O)NC2CCCC2)cc1	-6%	4%	.
89	COc1ccccc1NS(=O)(=O)c1ccc(S(=O)(=O)N2CCOCC2)cc1	-7%	-13%	3%
90	O=C(Nc1cccs1)Nc1c(F)c(F)cc(F)c1F	-7%	-5%	-7%
91	CC(=O)Nc1ccc(NC(=O)C(=O)c2cn(CC(=O)N3CCCC3)c3ccccc23)cc1	0%	0%	1%
92	O=[N+]([O-])c1cc(-c2nc(-c3ccco3)no2)ccc1NCc1ccccc1	.	-8%	6%
93	Cc1ccc(NC(=O)CC(=O)Nc2ccc(C)c(C)c2)cc1C	0%	-5%	12%
94	CCOC(=O)c1ccc(NC(=S)N2CCN(C(=O)C3CCCO3)CC2)cc1 (stereo not given)	0%	-5%	5%
95	O=C(NCc1ccccc1)C(c1c(F)cccc1Cl)N(C(=O)c1csnn1)C1CC1 (stereo not given)	-3%	10%	0%
96	O=C(Cc1c(F)cccc1Cl)NCC(=O)OCc1ccccc1	0%	12%	-7%
97	CCn1nnnc1SCC(=O)Nc1nc(-c2cccs2)cs1	6%	-11%	5%
